Screening data deposited in PubChem by several laboratories.
Hep lipid drop: hepatic lipid droplet formation modulation. inhibition, % at 6.5 µM. 240,000 tested, 0.4% active. AML12 mouse hepatocytes, oleate lipid droplets, BODIPY imaging. AID 1656;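 active means lipid droplet intensity inhibited by at least 50%, with more than 500 cells counted; inconclusive means wells with under 300 cells, treated as cytotoxic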
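Assay system: AML12 mouse liver cells | Compound dosing: One dose, 6.5 µM compound | Read-out basis: Droplet intensity reduction, % inhibition | Measured by: Fluorescence imaging, 20x objective, two fields per well | Schedule: Overnight treatment with compound plus oleate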
NOD2 inhibition: inhibition of NOD2-driven NF-kB reporter – cell-based, luminescence, uHTS, HEK293 (AID 1566). 290,000 tested, 0.63% active. HEK293 NOD2/NF-kB luciferase reporter, luminescence; higher % means a stronger effect. one-dose inhibition, % at 4 µM; EC50 in µM for titrated hits; further: many of its hits are not listed in these tables
SIAH1 antagonists: Siah-1 peptide-binding antagonists, primary screen, biochemical, fluorescence polarization, rhodamine-plectin, uHTS (AID 1817) | displacement, % at 20 µM; hits with a dose series show IC50 in µM | 290,000 tested, 0.02% active | Siah-1 / rhodamine-plectin peptide fluorescence polarization; higher % means a stronger effect;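 active means displacement of at least 50% at 20 µM, with a fluorescence ratio check between 0.3 and a set limit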;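 further: plate controls were Siah plus tracer with DMSO for no effect and tracer alone without Siah for full effect; strong numbers were not always called active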
P. falciparum M17LAP: P. falciparum M17LAP inhibitors, primary screen, biochemical, fluorogenic H-Leu-NHMec substrate, 1536-well (AID 1619) | recombinant M17LAP, H-Leu-NHMec fluorogenic kinetic assay; higher % means a stronger effect | inhibition, % at 30 µM; hits with a dose series show IC50 in µM | 220,000 tested, 0.38% active;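 active means compound inhibiting the enzyme by more than half at any dose during confirmatory dose-response retesting; inconclusive means strong single-dose inhibitors picked by rank but not retested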;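 further: plate controls were full reaction with DMSO carrier for no effect and no enzyme background for full effect; strong numbers were not always called active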
P. falciparum M1AAP: P. falciparum M1AAP inhibitors, biochemical, fluorogenic H-Leu-NHMec substrate, 1536-well (AID 1445); recombinant M1AAP, H-Leu-NHMec fluorogenic kinetic assay; higher % means a stronger effect; one-dose inhibition, % at 30 µM; IC50 in µM for titrated hits; 220,000 tested, 0.42% active;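 active means primary inhibition above the hit cutoff, then over 50% inhibition at one or more dose response concentrations, cut at about 23% in these data, passing the limit was not always enough; inconclusive means conflicting primary data, or primary hits not chosen for dose response; inactive means low primary inhibition, or under 50% at every dose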;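 further: plate controls were DMSO full reaction for no effect and no enzyme background for full effect; strong numbers were not always called active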
XIAP displacement: small molecules displacing peptide from XIAP – biochemical, IAP family, fluorescence polarization (AID 1018); XIAP BIR domain, fluorescence polarization peptide displacement; higher % means a stronger effect; displacement, % at 20 µM, or IC50 in µM where a hit was titrated; 200,000 tested, 0.007% active; in the data active means displacement above about 50%; further: a part of the inactive calls stands beside numbers as strong as those of hits
AID2073: inhibitors of Mint1-CaV2.2 protein interaction, biochemical, HTRF (AID 2073). HTRF protein-protein interaction, Mint1-CaV2.2; higher % means a stronger effect. inhibition, % at 20 µM, or IC50 in µM where a hit was titrated. 290,000 tested, 0.19% active; in the data active means inhibition mostly above about 51%, no sharp cut-off; inconclusive means no clear call, values can overlap the other calls; inactive means mostly below about 53%; further: some results filed as inactive read as strong as hits
LYP phosphatase: inhibitors of LYP phosphatase, biochemical, fluorescence intensity, uHTS (AID 1779) | recombinant LYP phosphatase, fluorescence intensity; higher % means a stronger effect | inhibition, % at 11.5 µM, or IC50 in µM where a hit was titrated | 290,000 tested, 0.054% active;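 further: plate controls were vehicle with enzyme for no effect and no enzyme for full effect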
ER stress rescue: protection against thapsigargin-triggered cell killing – 384-well, CSM14.1, ATP luminescence, primary screen (AID 1222); cellular ATP content (survival), % at 20 µM; hits with a dose series show EC50 in µM; CSM14.1 thapsigargin-induced death rescue, ATP luminescence; higher % means a stronger effect; 190,000 tested, under 10 active;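 active means EC50 below 50 µM in the dose-response confirmation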;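 further: death triggered by thapsigargin at about 15 µM added after 2 h compound pretreatment; cell ATP read after overnight thapsigargin exposure of roughly 18 to 22 hours; normalized against plate controls of thapsigargin alone and 5% DMSO vehicle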
Hep lipid drop cells 6.5 µM: further read-out of Hep lipid drop, marked with its call; cell count; measured here: cell count, cytotoxicity flag;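 cells counted across two imaged fields per well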
Active calls of the source: *; ? = inconclusive; . = not tested or not shown. Unless noted, no stated cut-off is given here; in the data, active means inhibition above about 50%; inactive means the rest. Some of the compounds tested, so the mix of outcomes need not match the whole.

SMILES	Hep lipid drop	Hep lipid drop cells 6.5 µM	NOD2 inhibition	SIAH1 antagonists	P. falciparum M17LAP	P. falciparum M1AAP	XIAP displacement	AID2073	LYP phosphatase	ER stress rescue
COc1ccc(/C=N/OCC(=O)N2CC3(C)CC2CC(C)(C)C3)cc1OC (stereo not drawn)	-12	650	16%	-1%	16%	7%	-1.9%	-4%	-8%	0.8%
O=C(O)CCn1nnc(-c2ccccc2)n1	-5	654	7%	15%	-3%	3%	-6.4%	6%	-4%	-1.6%
Oc1ccc(CNc2ccc(F)cc2)c2cccnc12	.	.	-22%	-4%	9%	-12%	-3.6%	-9%	-3%	-1.8%
CCCCCCCCNC(=O)C(CCC(=O)OCc1ccccc1)NC(C)=O (stereo not drawn)	-4	807	-9%	-1%	-6%	7%	-3.7%	-16%	-6%	2.7%
C/C(=N\Nc1ccc(Cl)c(C(=O)O)c1)c1ccc[nH]1	6	748	6%	4%	33%	12%	.	1%	-10%	.
O=C(O)c1ccc(NC(=O)C2C3CCC(O3)C2C(=O)O)cc1 (stereo not drawn)	0	799	7%	-1%	.	.	.	-3%	-6%	.
O=C(O)CC(c1cccc2ccccc12)N1Cc2ccccc2C1=O (stereo not drawn)	2	626	-13%	-6%	1%	6%	-1.8%	0%	-4%	0.6%
COCCNC(=O)C(c1cccs1)N(C(=O)Cn1nnc2ccccc21)c1cccc(C(C)=O)c1 (stereo not drawn)	.	.	8%	-4%	-9%	1%	-8.7%	6%	-11%	1.5%
O=C(Nc1nn(Cc2ccc(Cl)cc2)cc1Br)c1ccc(COc2ccccc2Cl)o1	-38	752	-6%	2%	-9%	4%	-3.4%	1%	-2%	1.1%
CC(C)c1cc(C(=O)Nc2cccc(Cl)c2)no1	.	.	-233%	1%	-10%	-4%	-4.7%	-6%	2%	0.8%
CCOc1cccc(Oc2ncccc2C(=O)/C(C#N)=C/N(C)C)c1	.	.	9%	0%	4%	-4%	-8.0%	20%	-2%	2.3%
CC(=O)C(C)Oc1ccc2c3c(c(=O)oc2c1C)CCCC3 (stereo not drawn)	.	.	-43%	1%	7%	8%	-9.0%	7%	-2%	-2.2%
Cc1cccc[n+]1CC(=O)/C=C1\N(C)c2ccccc2C1(C)C	.	.	17%	-2%	9%	18%	-4.2%	5%	-5%	-3.3%
C/C(=N\O)c1ccc(Cl)c(Cl)c1	4	684	6%	3%	-4%	-1%	.	-3%	-3%	.
COc1ccc(CCC(=O)NCc2ccccc2Cl)cc1OC	-7	844	-8%	-1%	.	.	.	-2%	-4%	.
O=C(O)C1C2C=CC(C2)C1C(=O)NCc1ccoc1 (stereo not drawn)	0	646	-6%	0%	11%	-5%	-3.9%	4%	5%	-2.4%
N#Cc1cc(C(=O)c2cc(Br)ccc2O)cn(C2CC2)c1=O	.	.	10%	-6%	13%	17%	-6.1%	0%	-10%	1.0%
Cc1cc(C(=O)N(C)CC(=O)Nc2ccc(F)c(F)c2F)no1	-8	811	-3%	0%	.	.	.	-3%	-6%	.
Cc1ccc(/C=C2\SC(=S)N(CCC(=O)NNC(=O)c3ccncc3)C2=O)cc1	5	647	-20%	4%	-2%	0%	.	7%	-5%	.
CC(C)(C)c1ccc(C(=O)NNC(=O)c2cccc(-n3cnnn3)c2)cc1	-22	656	14%	-1%	-15%	2%	.	10%	-7%	.
CCOc1ccc(S(=O)(=O)N2CCCC(C(=O)NCc3ccncc3)C2)cc1C (stereo not drawn)	4	852	39%	-7%	.	.	.	7%	-12%	.
Cc1ccc(-c2nc3ccccc3c(=O)o2)cc1	-1	779	-2%	12%	.	.	.	7%	-5%	.
O=C(c1ccco1)N1CCC(c2nc3c(nnn3Cc3ccccc3Cl)c(=O)[nH]2)CC1	2	757	14%	38%	.	.	.	7%	-10%	.
CC(C)Cc1cc(C(=O)Nc2ccc3c(c2)OCO3)no1	3	579	-127%	1%	9%	3%	5.2%	0%	-2%	-2.7%
O=C1CC(c2ccccc2)CC(O)=C1C=NCCCO (stereo not drawn)	.	.	-2%	8%	10%	2%	-3.8%	-6%	-6%	1.4%
SMILES	Hep lipid drop	Hep lipid drop cells 6.5 µM	NOD2 inhibition	SIAH1 antagonists	P. falciparum M17LAP	P. falciparum M1AAP	XIAP displacement	AID2073	LYP phosphatase	ER stress rescue
COc1ccc(C(=O)Nc2nnc(SCC(=O)Nc3ccc(NC(C)=O)cc3)s2)c(OC)c1	13	653	-93%	7%	.	.	.	53%	-7%	.
CC1=CC(C)(C)N(S(=O)(=O)c2ccc(F)cc2)c2ccccc21	-19	817	2%	4%	2%	-3%	-5.5%	21%	-4%	-1.0%
CCOC(=O)CNC(=O)c1ccc(C#CC2(O)CCCCC2)cc1	1	695	17%	4%	3%	6%	-2.5%	?	-10%	-2.8%
COc1ccc(C2CC(c3ccc(Cl)cc3Cl)Nc3nc(N)nn32)cc1 (stereo not drawn)	-2	591	10%	-2%	-13%	-2%	-6.8%	13%	1%	.
Cc1cc(C(=O)N2CCc3ccccc3C2)on1	26	725	6%	6%	.	.	.	3%	-11%	.
O=C(NNc1nc2ccccc2nc1C(F)(F)F)c1ccccc1	.	.	8%	-4%	3%	4%	-1.8%	-22%	-10%	-2.7%
Cc1cc(C(=O)Nc2ccc(Nc3ccccc3)cc2)ccc1[N+](=O)[O-]	-11	742	-43%	-4%	.	.	.	5%	-6%	.
CSc1ccc(CN(C)C(=O)c2cc(=O)[nH]c3ccccc23)cc1	-24	731	16%	1%	.	.	.	8%	-10%	.
NC1=NC(=O)C2(COC(c3cccnc3)OC2)S1 (stereo not drawn)	20	711	7%	15%	-11%	-4%	-2.1%	5%	-2%	0.5%
Cc1cc2c3c(c1)C1(SCC(=O)N1c1ccc(F)cc1)C(=O)N3C(C)(C)CC2C (stereo not drawn)	-27	784	-17%	0%	-5%	6%	-17%	11%	4%	5.1%
C[C@H](N)c1nnc(SCC(N)=O)o1	0	723	5%	8%	-11%	1%	.	20%	-4%	.
Cn1c(O)c(C=NC(CC(N)=O)C(=O)O)c(=O)n(C)c1=O (stereo not drawn)	.	.	4%	3%	2%	8%	1.8%	13%	-8%	-0.8%
CS(=O)(=O)N(CC(=O)N1CCOCC1)c1ccc(Cl)cc1	15	814	-2%	7%	.	.	.	-1%	-6%	.
CC(C)OC(=O)c1cc2c(ccn2C)n1CC(=O)N(Cc1ccccc1)c1ccccc1	-24	671	10%	-5%	9%	3%	-6.2%	44%	16%	1.3%
Cc1c(C)c2c(OCC(=O)N[C@@H](C(=O)O)c3ccccc3)cc3c(c2oc1=O)CCC(C)(C)O3	.	.	19%	-4%	.	.	.	37%	-14%	.
Cc1ccccc1-n1c(SCC(=O)Nc2cccc3ccccc23)nc(O)cc1=O	12	671	8%	-3%	.	.	.	-3%	-3%	.
CCOc1ccc(/C=C2\SC(=S)N(CCCC(=O)NCCCN3CCOCC3)C2=O)cc1	-12	830	4%	-2%	.	.	.	13%	-7%	.
COc1ccc(CN2CC(C(=O)NC3CCCCC3)CC2=O)cc1 (stereo not drawn)	4	724	3%	-4%	.	.	.	-4%	-5%	.
COc1ccc(-c2nc3n(c(=O)c2C#N)CCCS3)cc1	2	750	1%	-4%	10%	8%	-5.5%	18%	-15%	-1.8%
COc1cc(OC)cc(C(=O)NNC(=S)Nc2ccccc2OC)c1	-3	702	17%	-7%	-5%	-6%	-3.5%	-19%	-6%	-1.5%
Cc1nn(-c2ccccc2)c(N2CCCC2)c1/C=N/NC(=O)c1cccc(S(=O)(=O)Nc2ccc(Cl)cc2)c1	5	660	-25%	1%	-15%	11%	-4.3%	39%	11%	-0.2%
CCOC(=O)C1CCCN(c2c(NCCCN(C)c3ccccc3)c(=O)c2=O)C1 (stereo not drawn)	.	.	2%	-4%	11%	7%	-5.4%	-5%	-4%	-0.1%
CN1CCN(c2nc(NCCOC34CC5CC(CC(C5)C3)C4)nc(OCC(F)(F)F)n2)CC1	-1	663	0%	-2%	-1%	-2%	-4.8%	-6%	-4%	1.6%
O=C(Cn1nc(-c2ccc(Cl)cc2)c2ccccc2c1=O)NCC1CCCO1 (stereo not drawn)	.	.	-7%	-3%	0%	-1%	-2.1%	5%	-1%	-1.3%
CC1(c2ccccc2)NC(=O)N(CC(=O)NCc2cccc(Cl)c2)C1=O (stereo not drawn)	-9	814	-17%	2%	.	.	.	1%	-9%	.
SMILES	Hep lipid drop	Hep lipid drop cells 6.5 µM	NOD2 inhibition	SIAH1 antagonists	P. falciparum M17LAP	P. falciparum M1AAP	XIAP displacement	AID2073	LYP phosphatase	ER stress rescue
Cc1ccccc1CC(=O)N1CCCc2ccccc21	-6	807	-3%	10%	.	.	.	-3%	-9%	.
Cc1cc(C)c(C)c(S(=O)(=O)N2CCCCC2C(=O)O)c1C (stereo not drawn)	-35	604	16%	-1%	15%	-1%	-7.7%	1%	-2%	-0.7%
CCn1c2ccccc2c2cc(NC(=O)CN3CCCC3)ccc21	-6	775	1%	-4%	.	.	.	6%	-10%	.
O=C(CSc1nc2scc(-c3ccccc3)c2c(=O)[nH]1)Nc1ccccc1	-2	686	0.95µM*	-2%	.	.	.	-2%	-5%	.
C=CCc1cccc(CNc2c(C)cc(C)cc2C)c1O	-11	671	-1%	-1%	-7%	2%	-12%	0%	6%	-3.2%
COc1cccc(-c2cc(C(=O)Nc3ccn(Cc4ccc(C)cc4)n3)no2)c1	-30	748	25%	3%	-1%	-1%	-9.2%	0%	1%	-0.8%
O=c1c2ccccc2nc(SCc2nnc(-c3ccccc3Br)o2)n1-c1ccccc1	-29	704	34%	4%	-4%	9%	-4.5%	-10%	-2%	8.6%
Cc1ccccc1NC(=O)Cn1c(CCC(=O)O)ccc1-c1cccs1	-8	693	-5%	-4%	19%	15%	-6.8%	17%	-3%	-1.4%
Cc1c(C(=O)O)sc(=S)n1-c1ccccc1	.	.	11%	3%	11%	7%	-3.7%	-6%	-6%	2.4%
O=C(Nc1ccccc1)c1ccc(-c2ccc([N+](=O)[O-])cc2)o1	-14	793	-3%	-4%	.	.	.	-5%	-5%	.
COc1cc(CNc2ccc3[nH]c(=O)[nH]c3c2)ccc1OCc1ccccc1	7	802	39%	5%	.	.	.	-41%	-1%	.
CCN(CC(=O)Nc1c(F)cccc1F)C(=O)CCc1nc2cc(S(=O)(=O)N(C)C)ccc2n1CC	2	794	-1%	6%	.	.	.	-3%	-10%	.
